# Pf growth 96h: Primary qHTS for delayed death inhibitors of the malarial parasite plastid, 96 hour incubation | Potency, µM (series often up to 28.7 µM), inactives show top-dose activity change, negative = inhibition, most hits filed as inhibitors | AID 504834, 2011 | hit rate 6.9% among 320,000 | P. falciparum luciferase reporter growth, 96 h
#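 Delayed-death screen, second-generation endpoint: infected erythrocytes, 2% hematocrit, 0.05% parasitemia final; 96 hours at 37 C, 5% CO2; luciferase detection reagent; luminescence decrease equals reduced growth.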
# TbPYK inhibitor: qHTS of Trypanosoma Brucei Inhibitors; hit rate 0.12% among 410,000; TbPYK enzyme, Kinase-Glo Plus ATP luminescence, 45 min; pyruvate kinase (Trypanosoma brucei), Q57TT1; Potency, µM (series often up to 76.8 µM), without a hit: at the highest dose activity, negative = inhibition, usual class: inhibitors; further: nearly all actives have a fitted effect of over 50% in size
#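 Glycolytic pyruvate kinase of T. brucei was incubated with substrate, test compound and 130 uM ADP for 45 minutes at room temperature. Luminescent Kinase-Glo Plus signal was measured after 10 minutes.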
# LmPK inhibitor: qHTS Assay for Inhibitors of Leishmania Mexicana Pyruvate Kinase (LmPK); Q27686; purified LmPK, Kinase-Glo ATP luminescence, 1 h; Potency, µM (top dose mostly 57.5 µM), inactives show top-dose activity change, negative = inhibition, most hits filed as inhibitors; hit rate 0.37% among 290,000
# Target sequence (Q27686 whole entry, looked up): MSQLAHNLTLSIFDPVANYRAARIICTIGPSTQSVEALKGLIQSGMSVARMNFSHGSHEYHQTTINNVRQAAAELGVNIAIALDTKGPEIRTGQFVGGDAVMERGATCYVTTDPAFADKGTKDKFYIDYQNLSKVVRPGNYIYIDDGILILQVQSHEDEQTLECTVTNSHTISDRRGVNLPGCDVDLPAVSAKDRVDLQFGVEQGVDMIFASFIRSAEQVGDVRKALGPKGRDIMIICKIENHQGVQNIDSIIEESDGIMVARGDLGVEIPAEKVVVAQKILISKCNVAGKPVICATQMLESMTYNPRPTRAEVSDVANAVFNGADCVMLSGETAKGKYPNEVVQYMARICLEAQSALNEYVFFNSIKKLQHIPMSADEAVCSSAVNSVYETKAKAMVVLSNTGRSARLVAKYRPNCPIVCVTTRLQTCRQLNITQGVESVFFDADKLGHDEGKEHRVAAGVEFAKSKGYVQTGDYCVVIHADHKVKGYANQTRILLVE
#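 0.1 nM LmPK, 0.5 mM PEP, 0.1 mM ADP; 50 mM imidazole pH 7.2, 7 mM MgCl2, 50 mM KCl; 1 h RT. Kinase-Glo luminescence readout, normalized to no-enzyme (full inhibition) and uninhibited wells.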
# Pf growth 48h: Primary qHTS for delayed death inhibitors of the malarial parasite plastid, 48 hour incubation. Potency, µM (highest dose often 28.7 µM), for the others: top-dose activity change, negative = inhibition, usual class: inhibitors. P. falciparum luciferase growth in erythrocytes, 48 h. hit rate 5.9% among 310,000
#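 Luciferase-expressing P. falciparum in infected erythrocytes (2% hematocrit, 0.1% parasitemia final) in RPMI 1640/0.5% Albumax were exposed to compound for 48 hours at 37 C, 5% CO2; growth read as luminescence.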
# HCV inh: qHTS Assay for Inhibitors of Hepatitis C Virus (HCV); Huh7.5.1 HCVcc-Cre infection, luciferase reporter, 44 h; Potency, µM (highest dose often 41.8 µM), inactives show at the highest dose activity change, negative = inhibition, most hits filed as inhibitors; hit rate 3.4% among 340,000
#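 Antiviral activity was scored by luciferase reporter output from cells infected with HCVcc-Cre (~0.5 moi) in presence of compound, 44 h infection period, cells seeded 1,000/well 4 h prior.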
# Sm TGR block: qHTS Assay for the Inhibitors of Schistosoma Mansoni Peroxiredoxins; purified TGR, DTNB reduction, TNB absorbance 405 nm; AID 485364, 2010; hit rate 3% among 360,000; Potency, µM (doses to about 114 µM), for the others: at the highest dose activity change, negative = inhibition, actives largely listed as inhibitors; further: nearly all actives have a fitted effect of over 60% in size
#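 Kinetic colorimetric format: TGR-catalysed, NADPH-driven DTNB reduction monitored via TNB absorbance. Enzyme dispensed at 20 nM; compound exposure 15 min at room temperature before reaction start.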
# Numbers without * were called inactive; ? = inconclusive; . = no result given; [ ] = remark or other dose. The call rests on the fitted dose curve; in most records, active means well fitted curve in the direction sought with a large enough effect; inconclusive means small, poorly fitted or top-dose-only effect, or another doubt; inactive means no such curve, though single readings can be large; an effect the other way counts as inactive or inconclusive. On the % scale 0 is the no-effect control and ±100 the full control effect; potency means the concentration at half of the fitted maximal effect.
SMILES,Pf growth 96h,TbPYK inhibitor,LmPK inhibitor,Pf growth 48h,HCV inh,Sm TGR block
CC(C)OC(=O)c1cccc(C(=O)OCc2ccco2)n1,-4%,0%,5%,7%,-3%,?
CC1(C(=O)OCC(=O)Nc2ccc(C(N)=O)cc2)CC1(Cl)Cl (stereo not given),36%[activator],-1%,0%,32%[activator],2%,9%
CCCCNC(=O)CN1C(=O)C(CC)Oc2ccc(Cl)cc21 (stereo not given),.,-2%,-2%,39%[activator],5%,18%
Cc1cc(C(F)F)n2ncc(C(=O)NCc3ccccc3F)c2n1,0%,7%,2%,2%,-1%,-12%
NS(=O)(=O)c1ccc(NS(=O)(=O)c2ccc(NC(=O)C3CC3)cc2)cc1,148%[activator],4%,-6%,?,12%,?
O=C(O)c1ccc2c(c1)CCCN2,39%[activator],0%,8%,20%,11%,8%
CN(C)/C=C/C=C1C(=O)CCCC1=O,?,-10%,5%,11%,16%,-13%
COc1cccc(OCC(=O)Nc2cc(NC(=O)COc3cccc(OC)c3)cc(C(=O)O)c2)c1,?,?,1%,-8%,13%,-7%
O=C(NCc1ccccc1)/C(=C\c1ccccc1)NC(=O)c1ccco1,26%,0%,8%,8%,-3%,1%
Cc1ccc(/C=N/NC(=O)c2ccc(Br)o2)s1,29%,-2%,-15%,31%[activator],-1%,-2%
CC(=O)Nc1ccc(-c2nnc(SCC(=O)Nc3ccc4c(c3)oc3ccccc34)n2C)cc1,?,-17%,1%,0%,-17%,26%
CCc1nn2c(NCCCO)cc(C)nc2c1-c1ccc(F)cc1,298%[activator],7%,-3%,?,-9%,-16%
CC(C)CC(OC(=O)c1cccs1)C(=O)NCc1cccs1 (stereo not given),3%,-1%,3%,14%,17%,-17%
Cc1ccc(C(=O)Nc2ccccc2Sc2ccccc2)cc1,26%,1%,-4%,21%,-13%,-2%
C=CCN1C(=O)c2ccc(C(=O)N(CC)CC(=O)Nc3cc(Cl)ccc3C)cc2C1=O,-2%,-1%,.,?,21%,-2%
CC(C)OCCCNC(=O)c1ccc2c(=O)n(Cc3ccc4c(c3)OCO4)c(=S)[nH]c2c1,27%,2%,2%,24%,7%,5%
O=C(NCC(=O)N1CCCC1)c1ccc(Cl)cc1,-13%,-7%,2%,12%,15%,-21%
CC(C)Sc1nc(N2CCOCC2)c2c3c(sc2n1)COC(C)(C)C3,?,4%,1%,?,?,16%
CN(C)CCCN(C(=O)c1ccc2c(c1)CCCC2)c1nc2ccc(F)cc2s1,?,1%,1%,8.3µM*,7.9µM*,-10%
CN(C)c1ccc(/C=C2/SC(=O)N(CCN=C3NS(=O)(=O)c4ccccc43)C2=O)cc1,-3%,-15%,-1%,-5%,-26%,-1%
Cc1ccc(C)c(NC(=O)CCc2c(C)nn(-c3ccc(N4CCCCC4)nn3)c2C)c1,?,4%,0%,-8%,?,-8%
COc1cc2ncnc(NCc3ccccc3F)c2cc1OC,?,-2%,0%,.,5%,-9%
Cc1ccc(CN2CCN(c3cccc4[nH]ccc34)CC2)cc1,-19%,1%,6%,-14%,-5%,-12%
COCCNC(=O)C(=O)NCC1OCCN1S(=O)(=O)c1ccc(F)cc1 (stereo not given),8%,-1%,-2%,23%,21%,2%
Cc1cccc(C)c1OCc1nnc(SCC(=O)NCc2ccccc2)o1,.,0%,-10%,-8%,-13%,-7%
CC(C)OCc1c(C(=O)Nc2nccs2)oc2ccccc12,-11%,1%,0%,?,-14%,0%
Cc1ccc(Cn2c(=O)c3c(nc4n3CCCN4Cc3ccccc3)n(C)c2=O)cc1,-25%,4%,-3%,-15%,-1%,5%
COc1ccc(OCC(O)Cn2c(N)nc3c2c(=O)[nH]c(=O)n3C)cc1 (stereo not given),0%,-5%,-1%,3%,-11%,21%
Cc1cc(Nc2ccc(Br)cc2F)n2nc(C)nc2n1,?,0%,3%,?,6%,-9%
COc1ccc(OCC(=O)Nc2c(C(=O)N(CCN(C)C)Cc3ccco3)oc3ccccc23)cc1,10µM*,-19%,5%,?,?,-9%
CN(C)c1nc2n(c(=O)n1)CCS2,-33%,4%,1%,.,14%,17%
CCC(C)(C)n1nnnc1CN(Cc1ccc(Cl)cc1)Cc1ccco1,?,-7%,2%,10µM*,?,?
O=C(COC(=O)/C=C/c1ccc(F)cc1)Nc1ccc2[nH]c(=O)[nH]c2c1,17%,0%,.,-20%,8%,-6%
CCOC(=O)c1c2ccc(OCC(=O)NN)cc2n2ccccc12,?,-2%,14%,?,?,-2%
COc1cc(C2C3=C(CC(C)(C)CC3=O)Nc3ccccc3N2C(C)=O)cc(OC)c1OC (stereo not given),0%,2%,-2%,26%,12%,8%
O=C(CS(=O)(=O)c1cn(Cc2ccc(Cl)cc2)c2ccccc12)N1CCCCC1,1%,2%,0%,9%,-6%,-15%
Cc1cc(C(=O)N2CCN(c3ccc(C(F)(F)F)cn3)CC2)c(C)o1,-20%,-3%,12%,?,?,-18%
COc1ccc([C@H]2CC(=O)C=C(c3cccc(C(C)C)c3)C2)cc1,?,6%,.,?,-3%,?
COc1ccc(S(=O)(=O)Nc2ccccc2C(=O)N2CCOCC2)cc1F,?,-1%,6%,14%,.,-17%
NS(=O)(=O)c1ccc(NC(=O)c2cc(-c3ccccc3O)n[nH]2)cc1,?,0%,0%,?,8%,-5%
COc1ccc(-c2nc(CSCC(=O)NCCC3=CCCCC3)c(C)o2)cc1OC,23%,-4%,11%,.,?,-57%
CCN1CCN(c2cc(C)c3cc(NC(=O)CCC(=O)Nc4ccc(OC)cc4OC)ccc3n2)CC1,?,11%,1%,13µM*,?,3%
CC(C)n1cc(/C=C/c2cc[n+](C)cc2)c2ccccc21,?,-17%,0%,0.52µM*,32µM*,-21%
Cc1cc(C)c(S(=O)(=O)N2CCOC2CNC(=O)C(=O)NCCCN2CCOCC2)c(C)c1 (stereo not given),?,0%,-10%,20%,8%,?
CCc1nnc(NC(=O)CCC(=O)N2CCN(Cc3ccc(OC)c(F)c3)CC2)s1,?,3%,1%,9%,?,-26%
CC1(C)Cc2ccccc2-c2nc3ccccc3c(=O)n21,?,1%,-2%,-8%,?,-3%
CC1=CN2C(=N)/C(=C/c3cn(CCCOc4ccccc4C)c4ccccc34)C(=O)N=C2S1,74%[activator],-7%,2%,199%[activator],7%,?
CCOC(=O)N1CCC(NC(=O)C2CCN(C(=O)N3CC(C)Oc4ccc(C)cc43)CC2)CC1 (stereo not given),.,1%,4%,?,-5%,-11%
COC(=O)C1=C(C)N(CCc2ccc(OC)c(OC)c2)C(=O)/C1=C\N(C)C,.,-18%,4%,?,2%,7.9µM*
O=C/C(=C\Nc1ccccn1)c1nc2ccccc2o1,-22%,2%,3%,?,-27%,-6%
COc1ccc(S(=O)(=O)N2CCN(CC(=O)c3[nH]c(C)c(C(C)=O)c3C)CC2)cc1OC,?,-5%,.,?,-8%,-27%
COc1c(C(=O)Nc2ccc(CN3CCOCC3)cc2)cc2ccccc2c1Br,-5%,-3%,-1%,-15%,13µM*,1%
CN(C)C(=O)C(OC(=O)c1ccc2c(c1)CCCC2)c1ccccc1 (stereo not given),?,-3%,11%,-15%,?,12%
C=CCn1c(SCc2ccc(C(=O)NCCO)cc2)nc2sc(C)c(C)c2c1=O,34%[activator],1%,1%,?,?,-3%
CN(C)S(=O)(=O)c1ccc(C(=O)Nc2ccnn2C2CCCCC2)cc1,-25%,-2%,8%,-16%,-28%,-28%
O=C(CN1C(=O)C2C3C=CC(C4CC34)C2C1=O)Oc1ccccc1 (stereo not given),1%,-4%,1%,10%,17%,.
CN(CCC1CCOCC1)C(=O)C1CCC(=O)N(CCc2cccc(F)c2)C1 (stereo not given),15µM*,3%,-11%,-6%,-10%,0%
Cc1cc2nc(C)n(CCCNC(=O)Nc3ccc(C#N)cc3)c2cc1C,4%,0%,-2%,10µM*,16%,-10%
c1cc2nnnn2nc1N1CCCCCC1,108%[activator],-6%,2%,-6%,?,0%
CCSc1nnc(NC(=O)c2cnccn2)s1,-12%,-3%,-3%,14%,18%,0%

# 11 structures out of the list, ordered by heavy-atom count, rising.
SMILES,Pf growth 96h,TbPYK inhibitor,LmPK inhibitor,Pf growth 48h,HCV inh,Sm TGR block
O=C(O)c1ccc2c(c1)CCCN2,39%[activator],0%,8%,20%,11%,8%
c1cc2nnnn2nc1N1CCCCCC1,108%[activator],-6%,2%,-6%,?,0%
Cc1ccc(/C=N/NC(=O)c2ccc(Br)o2)s1,29%,-2%,-15%,31%[activator],-1%,-2%
CC(C)n1cc(/C=C/c2cc[n+](C)cc2)c2ccccc21,?,-17%,0%,0.52µM*,32µM*,-21%
CC1(C(=O)OCC(=O)Nc2ccc(C(N)=O)cc2)CC1(Cl)Cl (stereo not given),36%[activator],-1%,0%,32%[activator],2%,9%
COc1ccc([C@H]2CC(=O)C=C(c3cccc(C(C)C)c3)C2)cc1,?,6%,.,?,-3%,?
COCCNC(=O)C(=O)NCC1OCCN1S(=O)(=O)c1ccc(F)cc1 (stereo not given),8%,-1%,-2%,23%,21%,2%
C=CCn1c(SCc2ccc(C(=O)NCCO)cc2)nc2sc(C)c(C)c2c1=O,34%[activator],1%,1%,?,?,-3%
COc1ccc(-c2nc(CSCC(=O)NCCC3=CCCCC3)c(C)o2)cc1OC,23%,-4%,11%,.,?,-57%
C=CCN1C(=O)c2ccc(C(=O)N(CC)CC(=O)Nc3cc(Cl)ccc3C)cc2C1=O,-2%,-1%,.,?,21%,-2%
COc1ccc(OCC(=O)Nc2c(C(=O)N(CCN(C)C)Cc3ccco3)oc3ccccc23)cc1,10µM*,-19%,5%,?,?,-9%

# Copied from the list.
# O=C(NCC(=O)N1CCCC1)c1ccc(Cl)cc1 in HCV inh reads 15%
# COc1ccc(OCC(O)Cn2c(N)nc3c2c(=O)[nH]c(=O)n3C)cc1 (stereo not given) in HCV inh reads -11%

# (next part)
SMILES,Pf growth 96h,TbPYK inhibitor,LmPK inhibitor,Pf growth 48h,HCV inh,Sm TGR block
O=c1c(C=NCCN2CCNCC2)c(-c2ccccc2)[nH]n1-c1ccc([N+](=O)[O-])cc1,42%[activator],.,1%,11%,.,-5%
COc1ccc(C)cc1S(=O)(=O)N(C)CC(=O)NC1CC1,?,?,-5%,.,22%,-9%
CC(C)CCNC(=O)C1CC(c2cccc([N+](=O)[O-])c2)=NO1 (stereo not given),48%[activator],-3%,5%,63%[activator],-3%,-33%
CCCC(C(=O)NC1CCCC1)N(C(=O)Cn1nnc(-c2ccc(C)o2)n1)c1cccc(O)c1 (stereo not given),?,4%,0%,?,-5%,-19%
COc1ccc(C2=CC3=C(Br)C(=O)C(C)(OC(=O)c4ccc(Cl)nc4)C(=O)C3=CO2)cc1 (stereo not given),47%[activator],-6%,-1%,-14%,2%,10µM*
COc1cccc(N2CCN(C(=O)/C=C/c3ccco3)CC2)c1,?,0%,-1%,?,-22%,22µM*
CN(NC(=O)Nc1ccccc1)c1cnn(C)c(=O)c1Cl,16%,-7%,-3%,21%,0%,18%
Cc1cccc(C(=O)Nc2nc(C)c(C(=O)Nc3ccc4c(c3)CCC4)s2)c1,131%[activator],-4%,-8%,174%[activator],?,1%
N#C/C(C(=O)NCCc1ccccc1)=C1/N=C(NC(=O)c2cccs2)c2ccccc21,-34%,-9%,3%,6%,-10%,6%
COc1cc2c(c(OC)c1OC)-c1ccc(NC(=O)c3ccc(F)cc3)c(=O)cc1[C@@H](NC(C)=O)CC2,?,3%,1%,?,?,11%
Cc1cc(C)n(-c2nncn2/N=C/c2ccccc2F)n1,?,-1%,0%,1%,24%,1%
O=C(O)CSCc1ccc(C(=O)O)o1,18%,.,10%,.,7%,?

# Source: PubChem BioAssay
